# Compound activity from PubChem.
# CRFR2-BP ag: agonists of CRF-BP/CRF-R2 complex, primary screen, cell-based, HEK293, calcium dye fluorescence, uHTS | CRF-binding protein / CRF receptor 2 complex (human) | hit rate 0.46% among 350,000 | calcium dye fluorescence (FLIPR); percent of saturating CRF peptide response | activation, % at 13.2 µM;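 active means activation of at least 50%, plus an integration ratio under a set limit after plate pattern correction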;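 further: plate controls were neutral control wells without compound for no effect and CRF at EC100 for full effect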
# CRFBP-R2 block: antagonists of CRF-BP/CRF-R2 complex, primary screen, cell-based, HEK293, calcium dye fluorescence, uHTS; hit rate 0.59% among 350,000; AID 588475, 2011; inhibition, % at 11.8 µM; CRF-induced calcium fluorescence;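 active means inhibition of the ligand-induced calcium signal above about 50% at the single tested concentration, limit read from the data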
# GalR3 antag: GalR3 antagonists in HEK293 cells, primary screen, cell-based, fluorescence readout | Galanin receptor type 3 (Homo sapiens), O60755 | HEK293 GalR3-CNG cAMP membrane potential fluorescence; galR3 body fused to GalR1 C-terminus | inhibition, % at 3 µM | hit rate 0.44% among 360,000 | AID 651719, 2012;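 active means inhibition above the screen-wide average plus 3 SD, cut at about 13% in these data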;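 further: forskolin and galanin both at EC90 stimulate the cells; cAMP rise reported by CNG channel membrane potential dye signal; 0% = forskolin plus galanin with DMSO and 100% = forskolin alone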
# Target sequence (O60755 1-299 limits assumed): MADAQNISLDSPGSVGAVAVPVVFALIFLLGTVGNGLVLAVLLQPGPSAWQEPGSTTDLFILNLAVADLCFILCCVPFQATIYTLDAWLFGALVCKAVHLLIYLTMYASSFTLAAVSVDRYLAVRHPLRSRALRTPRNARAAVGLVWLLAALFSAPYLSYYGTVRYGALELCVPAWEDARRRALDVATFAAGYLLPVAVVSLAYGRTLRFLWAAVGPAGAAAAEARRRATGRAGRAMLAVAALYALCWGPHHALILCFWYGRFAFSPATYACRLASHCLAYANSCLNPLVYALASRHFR
# An asterisk follows results filed as active. These rows are one share of the data; count on the stated rates, not on these rows.
SMILES,CRFR2-BP ag,CRFBP-R2 block,GalR3 antag
Cc1ccc(SCC(=O)OCC(=O)N(CC(C)C)c2c(N)n(Cc3ccccc3)c(=O)[nH]c2=O)cc1C,-0.8,4,0
Cc1ccc(-c2nc(N)nc(N)n2)c(C)c1,-0.2,4,11
COc1ccc(NS(=O)(=O)c2cccc(C(=O)NNC(=O)c3cncc(Br)c3)c2)cc1,0.2,-6,-2
Cn1cnc([N+](=O)[O-])c1S(=O)(=O)Oc1ccccc1,8.8,19,4
O=C(CCC1CCCCC1)Nc1cc(Cl)ccc1N1CCOCC1,1.4,-7,-2
Nc1ncnc(N)c1NC(=O)c1cc(Cl)c(OCc2ccccc2)c(Cl)c1,-1.4,-13,-5
O=c1cc(C=NNc2ccccc2)[nH]c(=O)[nH]1,0.2,3,2
CC1CCCN(S(=O)(=O)c2ccc3c(c2)OCCO3)C1 (centres undefined),-2.2,7,-5
CCOc1ccccc1N1CCN(C(=O)c2cc(S(=O)(=O)N3CCCCC3)ccc2C)CC1,0.2,5,-4
CC(C)C[C@H]1CN=C(Nc2ccccc2)N1CCc1ccc(F)cc1,110*,13,-13
C[C@@H]1CCCCO[C@H](CN(C)Cc2ccc(Cl)c(Cl)c2)[C@H](C)CN([C@@H](C)CO)C(=O)c2cc(NC(=O)Nc3ccc(F)cc3)ccc2O1,-0.8,12,-7
O=C1CCc2cc(S(=O)(=O)NC3CCCCC3)cc3c2N1CC3,1.4,-14,4
O=C(Nc1ncccc1O)c1ccc(Cl)c(S(=O)(=O)N2CCCCC2)c1,-0.7,-4,4
CCOc1ccc(NC(=O)CN(C)C(=O)C2CCN(C(=O)Nc3ccccc3)CC2)cc1OCC,-0.5,-1,-3
Cc1cc(Br)ccc1NC(=O)CN1C(=O)C2CC=CCC2C1=O (centres undefined),-1.7,3,-5
Cc1c(N)c(=O)n(-c2ccccc2)n1C,-2.2,12,-2
Cc1ccc(NC(=O)c2cccc(S(=O)(=O)N3CCN(c4ccccc4)CC3)c2)nc1,-0.6,6,-2
Cc1ccc2oc3c(SCc4nc5ccccc5[nH]4)nc(C)nc3c2c1,3.2,18,0
COCCn1c(=S)[nH]c2cc(C(=O)N3CCN(C4CCCCC4)CC3)ccc2c1=O,-6.3,1,-2
Cc1ccc(Nc2nnc(SCC(O)=C(C#N)c3nc4ccccc4[nH]3)s2)c(C)c1,11,-12,-3
COc1ccccc1C(CNC(=O)c1oc2ccccc2c1C)N1CCCC1 (centres undefined),-1.4,-7,-2
Cn1c(=O)c2[nH]c(C3CCC3)nc2n(C)c1=O,0.5,23,-5
CC(C)N(C(=O)CN1CCN(S(=O)(=O)c2ccc(Br)s2)CC1)C(C)C,0.5,13,-5
COc1ccc(-n2nc3c(c2NC(=O)c2ccccc2)CS(=O)(=O)C3)cc1,1.9,19,-8
O=c1c2ccccc2nnn1CCc1ccccc1,-1.5,-7,-5

# Brought forward from above: six entries; new compounds follow.
SMILES,CRFR2-BP ag,CRFBP-R2 block,GalR3 antag
Cc1ccc(Nc2nnc(SCC(O)=C(C#N)c3nc4ccccc4[nH]3)s2)c(C)c1,11,-12,-3
COc1ccccc1C(CNC(=O)c1oc2ccccc2c1C)N1CCCC1 (centres undefined),-1.4,-7,-2
Cn1c(=O)c2[nH]c(C3CCC3)nc2n(C)c1=O,0.5,23,-5
CC(C)N(C(=O)CN1CCN(S(=O)(=O)c2ccc(Br)s2)CC1)C(C)C,0.5,13,-5
COc1ccc(-n2nc3c(c2NC(=O)c2ccccc2)CS(=O)(=O)C3)cc1,1.9,19,-8
O=c1c2ccccc2nnn1CCc1ccccc1,-1.5,-7,-5
CN1CCN(S(=O)(=O)c2ccc(Nc3ccc(F)cc3)c([N+](=O)[O-])c2)CC1,1.1,1,3
Cn1c(=O)c2c(-c3ccccc3)n(-c3ccccc3S)cc2n(C)c1=O,0.4,-1,-8
O=C(CN1C(=O)C2CC=CCC2C1=O)Nc1ccc(F)cc1F (centres undefined),0.1,-4,-2
COc1ccc(-n2nc3ccc(N)cc3n2)cc1,-0.7,12,-8
CCc1cc2c(COC(=O)c3cc(S(=O)(=O)N4CCOCC4)ccc3F)cc(=O)oc2cc1O,0.1,5,19*
CN(c1ccccc1)S(=O)(=O)c1ccc(NC(=O)CC(=O)c2ccccc2)cc1,6.8,-23,-5
CCCCN1C(=O)C(=O)N(CC(=O)Nc2ccc(C(N)=O)cc2)C1=O,-0.7,0,-7
Cc1ccc(NC(=O)CN2C(=O)NC3(CCc4ccccc43)C2=O)cc1S(=O)(=O)N1CCCCC1 (centres undefined),0.3,2,-3
Cc1nn(C2CCS(=O)(=O)C2)c(C)c1CN(C)C(=O)c1ccc(F)cc1 (centres undefined),4.1,5,-7
NC(=S)N=Nc1c(O)[nH]c2c(Cl)cc(Cl)cc12,-0.9,-3,-5
CC(=O)N(CCc1ccccc1)c1ccc2c(c1)C1CC2CCN1C(=O)OCc1ccccc1 (centres undefined),-0.1,26,-9
COc1ccc(-c2cn(CCC(=O)O)c(-c3ccc(Cl)nc3)n2)cc1,-0.5,5,-3
C[C@@H]1CN([C@@H](C)CO)C(=O)CCCn2cc(nn2)CO[C@H]1CN(C)S(=O)(=O)c1ccccc1F,-1.5,2,-4
CC1CC(C)CN(C(=O)COC(=O)Cc2c[nH]c3ccccc23)C1 (centres undefined),-1.4,8,-4
COc1ccc(-c2cc(C(=O)OCC(=O)N3CCOCC3)c3ccccc3n2)cc1,-4.4,-8,-4
C=CCN1C(=O)c2ccc(C(=O)N(CCOC)c3c(N)n(CCCC)c(=O)[nH]c3=O)cc2C1=O,-1.0,6,-5
C=CCNc1nc(C(=O)OCC(=O)c2ccc(F)cc2)cs1,-0.9,3,-1
COc1ccccc1C(CNC(=O)c1cccc(S(=O)(=O)NCc2ccccc2)c1)N(C)C (centres undefined),1.9,-4,-2
COc1ccc(CNS(=O)(=O)c2ccc(N3CCCC3)cc2Br)cc1,-0.4,13,-5
O=C(C1Cc2ccccc2CN1C(=O)c1ccco1)N1CCN(c2ccccc2)CC1 (centres undefined),0.8,-2,-6
CCOC(=O)c1ccc(-c2c(-c3ccccc3OC)oc3ccccc23)cc1F,7.5,-12,0
CCc1noc(C)c1C(=O)OCC(=O)Nc1ccc2c(c1)OCO2,0.2,0,-3
Cc1ccc2nc(SCC(=O)Nc3ccc(Br)cc3)nc(=O)n2c1,-3.3,1,3
COc1cc(NC(=O)C2CSC3(C)CCC(=O)N23)c(OC)cc1Cl (centres undefined),-0.1,-11,-1
CC(C)(C)OC(=O)N1CCC(C(=O)Nc2ccc(C(=O)NCCc3ccccc3)cc2)CC1,-2.8,-7,5

# Some of these compounds in order of molar mass, low to high:
SMILES,CRFR2-BP ag,CRFBP-R2 block,GalR3 antag
CN1CCN(S(=O)(=O)c2ccc(Nc3ccc(F)cc3)c([N+](=O)[O-])c2)CC1,1.1,1,3
O=C(C1Cc2ccccc2CN1C(=O)c1ccco1)N1CCN(c2ccccc2)CC1 (centres undefined),0.8,-2,-6
Cc1ccc(NC(=O)CN2C(=O)NC3(CCc4ccccc43)C2=O)cc1S(=O)(=O)N1CCCCC1 (centres undefined),0.3,2,-3

# Carrying on.
SMILES,CRFR2-BP ag,CRFBP-R2 block,GalR3 antag
Cc1ccc(S(=O)(=O)N2CCCCC2)cc1NC(=O)c1c(-c2ccccc2)noc1C,-0.2,-8,4
COC(=O)[C@@]12CCCN1[C@H](c1ccc(-c3cccc(Cl)c3)c(OC)c1)[C@H]1C(=O)N(C)C(=O)[C@H]12,1.7,-2,-8
NC(=O)C1CCN(c2nc(-c3ccc4ccccc4c3)cs2)CC1,-0.5,-1,-4
CCOc1cc(C=NN=C2c3ccccc3-c3ccccc32)ccc1O,-7.5,2,-3
CC(NC(=O)CN(C)CC(=O)Nc1ccc(Cl)cc1)c1ccc(F)cc1 (centres undefined),-3.5,7,-3
CC(=O)Nc1ccc(NC(=O)C(C)OC(=O)c2oc3ccccc3c2C)cc1 (centres undefined),-1.2,23,-1
Cc1cc(C)c(S(=O)(=O)N2CCN(C(=O)C3CC3)CC2)c(C)c1,-0.3,9,-4
CC(=O)c1c(C)[nH]c(C(=O)OCC(=O)c2c(N)n(CC(C)C)c(=O)n(C)c2=O)c1C,0.4,-8,-6
N#Cc1ccccc1NC(=O)COC(=O)c1c[nH]c2ccccc12,-2.0,-1,-1
NS(=O)(=O)c1ccc(NC(=O)CSc2nnc(NC3CC3)s2)cc1,-0.8,15,-3
COc1ccc(N2CCN(C(=O)c3ccc4c(c3)CCN4S(C)(=O)=O)CC2)cc1,-1.2,2,-8
CCCCC(CC)C(=O)Nc1cc(C(=O)NCCC)ccc1N1CCC2(CC1)CC(c1cccc(Br)c1)=NO2 (centres undefined),0.1,0,1
O=C(NCCC(=O)N1CCN(c2cccc(Cl)c2)CC1)c1ccc(Br)cc1,-2.4,20,-5
COc1cccc(CN(C)C(=O)Cn2cc(C)c(=O)[nH]c2=O)c1,-1.1,9,3
COc1ccc(NC(=O)COc2cccc3c2CCNC3=O)cc1,-1.2,-1,-2
O=C(N[C@@H]1c2ccccc2CC[C@@H]1OCc1ccccc1)c1ccc(C(F)(F)F)cc1,5.2,16,-4
O=C(NN1CCOCC1)c1c(-c2ccccc2)sc2ccccc12,0.5,-2,-5
O=C(NCC(c1ccc(F)cc1)N1CCOCC1)c1cccnc1Sc1ccccc1 (centres undefined),-1.5,4,-5
CC(OC(=O)CC1Sc2ccccc2NC1=O)C(=O)N(C)Cc1ccccc1 (centres undefined),-1.6,12,-4
COc1ccc(OCC(=O)NNC(=O)C2CCC2)cc1,-2.0,2,-2
O=C(NCc1ccccc1)C1CNCC(C(=O)NCc2ccccc2)C1 (centres undefined),-1.0,43,-4
C[C@@]12C(=O)N(CC3CCCO3)CC(=O)N1[C@H]1c3ccccc3OC[C@@H]1[C@@H]2c1ccccc1 (some centres undefined),-0.5,-10,-9
COc1ccc(C2(c3ccc(OC)cc3)NC(=O)N(CC(=O)Nc3cc(C)on3)C2=O)cc1,3.8,-31,-2
CSc1ncnc2c1ncn2CC(=O)C1CCC2C3CCC4=CC(=O)CCC4(C)C3CCC12C (centres undefined),0.1,1,-4
O=C(CCC(=O)N1CCN(S(=O)(=O)c2ccccc2)CC1)c1ccc(Br)cc1,-2.8,10,-6
SMILES,CRFR2-BP ag,CRFBP-R2 block,GalR3 antag
CC1(NC(=O)Nc2cc([N+](=O)[O-])ccc2O)CCS(=O)(=O)C1 (centres undefined),-1.6,3,-4
CC(C)C(NC(=O)Cc1ccccc1)C(=O)N1CCN(c2cccc(Cl)c2)CC1 (centres undefined),-0.4,-13,44*
CCN(CC)S(=O)(=O)c1ccc(N2CCOCC2)c(NC(=O)c2[nH]c(C)c(C(C)=O)c2C)c1,-0.4,0,-3
C[C@H](CO)N1C[C@H](C)[C@@H](CN(C)Cc2cccnc2)Oc2ncc(-c3cccc(C#N)c3)cc2C1=O,1.1,-4,-7
Cc1cccc2nc(C(=O)Nc3cc(Cl)ccc3-n3cncn3)cn12,-0.4,-1,-7
CC(C)C[C@@]12C(=O)N(c3cccc(Cl)c3)C(=O)N1[C@H](c1ccc(F)cc1)[C@@H]1C(=O)N(C3CCCCC3)C(=O)[C@@H]12,3.4,-10,-5
Cc1ccc(S(=O)(=O)N2[C@@H](c3ccccc3F)C(C(=O)O)=CC[C@H]2c2cccc(Cl)c2)cc1,2.0,0,5
Cc1ccc(C2(c3ccccc3)NC(=O)N(CC(=O)NC3CCCCC3)C2=O)cc1C (centres undefined),-1.6,-24,-3
O=C(NCCCN1CCCC1=O)C1CCN(S(=O)(=O)c2c(Cl)cccc2Cl)CC1,3.6,19,-2
Cc1cccc(OCC(=O)OC(C)C(=O)Nc2ccc(Cl)cn2)c1 (centres undefined),-1.1,-1,4
O=C(COc1ncnc2sccc12)Nc1cccc(S(=O)(=O)N2CCOCC2)c1,-0.9,-2,3
OCC[C@@H]1C[C@H](O)[C@@H](O)[C@]2(OCCc3cc(C(F)(F)F)ccc32)O1,-1.2,7,-4
NC(=O)c1ccsc1NC(=O)COC(=O)c1ccc(Cl)c(N)c1,0.4,-3,-3
CC(=NNC(=S)N1CC2CCC(CC2)C1)c1cnccn1,4.2,-9,-4
CN(Cc1ccccc1)C(=O)c1[nH]cnc1C(=O)Nc1ccc(Cl)cc1,-0.8,12,-11
CCc1ccc(C(=O)NNC(=O)Cn2c(=O)cnc3ccccc32)cc1,-2.2,16,-3
Nc1ncnc2c1C(c1ccccc1)c1c(ccc3ccccc13)O2 (centres undefined),-3.0,-4,-7
CCN(CC)S(=O)(=O)c1cc(NC(=S)NC(=O)C2CCCC2)ccc1C,5.3,-11,-7
COCC#Cc1cnc2c(c1)C(=O)N([C@H](C)CO)C[C@H](C)[C@@H](CN(C)S(=O)(=O)c1ccccc1)O2,-0.1,-7,1
Cc1ccc(S(=O)(=O)NN=C2CC(C)(C)CC(=O)C2(C)C)cc1,-2.8,27,-2
CC(=O)OC1(C(C)=O)CCC2C3CC4OC45CC(O)CCC5(C)C3CCC21C (centres undefined),-0.2,-5,-2
O=C1COc2ccc(C(=O)COC(=O)c3ccc(F)cc3Cl)cc2N1,2.1,-20,-5
COc1ccc(NC(=O)CN(C)C(=O)c2ccc(NS(=O)(=O)c3ccc(C)c([N+](=O)[O-])c3)cc2)cc1,-0.1,1,-1
Oc1cccnc1CN1CCCCC1,3.7,5,-4
